DAX1 inh-1 = NR0B1 (DAX1) inhibition | HEK293 Gal4-DAX1 luciferase reporter, luminescence | P51843 | AID 504766 | inhibition, % at 6.75 µM | hit rate 0.99% among 340,000;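 active = inhibition above the mean over all tested compounds plus 3 SD, cut at about 4.2% in these data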;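 also: 0% = DAX1-transfected cells with DMSO and 100% = empty-vector control cells with DMSO; inhibition shows as a rise in luminescence from relieved DAX1 repression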
hgDAF-12 ag = agonists of H. glycines DAF-12 nuclear receptor; AID 687014; hit rate 1.8% among 370,000; HEK293 GAL4-hgDAF12 UAS-luciferase reporter, agonist luminescence; normalized to butyrate control; activation, % at 6.8 µM;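 active = activation above a cutoff set at the mean of all screened compounds plus 3 SD, cut at about 10% in these data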;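 also: 0% = DMSO wells and 100% = sodium butyrate wells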
SMARCA2 activ = SMARCA2 function activation, primary screen; MG213 cells, MMTV-luciferase reporter, dexamethasone, overnight; activation, % at 9.1 µM; hit rate 1% among 370,000; AID 652017; in the data active = activation above about 7.8%;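 also: 0% = vehicle wells and 100% = reference activator wells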
hcDAF12 agonist = activates DAF-12 receptor from parasite H. contortus | AID 652067 | HEK293 hcDAF-12 lit1-tk-luc reporter, luminescence; 0% DMSO, 100% Δ7-dafachronic acid | hit rate 1.4% among 370,000 | activation, % at 6.8 µM;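 active = activation above the mean of all tested compounds plus 3 SD, cut at about 5.5% in these data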;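 also: 100% = response to 3 µM Δ7-dafachronic acid high control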
Rev-erbA mod = modulates human Rev-erb alpha binding to DNA; Rev-erbα–FITC-DNA binding, fluorescence polarization, 90 min; activity, % at 10 µM; hit rate 0.79% among 370,000; AID 1259318;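 active = activity above about 14%, limit read from the data; passing the limit was not always enough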;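 also: 0% = DMSO wells with 35 nM protein and 100% = DMSO wells with 750 nM protein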
DAX1 inh-2 = DAX1 (NR0B1) inhibition, primary screen | hit rate 1.1% among 370,000 | inhibition, % at 6.8 µM | AID 652010 | HEK293T StAR-luciferase reporter, SF-1/DAX-1 repression relief;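 active = inhibition above the mean over all tested compounds plus 3 SD, cut at about 3.6% in these data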;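 also: 0% = DAX-1 cells with DMSO and 100% = cells lacking DAX-1 with DMSO; higher inhibition means more luminescence from relief of DAX-1 repression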
FXN GAA850 act = increases GAA850 frataxin promoter reporter activity; AID 540364; activation, % at 6 µM; HEK293 lucGAA850 FXN promoter luciferase reporter, 24 h; percent of 10 µM SAHA response; hit rate 0.56% among 360,000;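 active = activation above the average of all compounds screened plus 3 SD, cutoff fixed separately per campaign, cut at about 7.5% in these data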;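 also: 0% = DMSO wells and 100% = 10 µM SAHA wells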
ssDAF-12 act = S. stercoralis DAF-12 activation, primary screen; hit rate 1% among 370,000; activation, % at 6.8 µM; HEK293 ssDAF-12/GRIP1 lit1-tk-luc reporter, luminescence; % of 3 µM dafachronic acid response;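 active = activation above the mean over all tested compounds plus 3 SD, cut at about 0.9% in these data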;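 also: 0% = DMSO-only wells and 100% = 3 µM delta7-dafachronic acid wells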
sPLA2-III inh = Inhibits HGIII-sPLA2 liposome hydrolysis, primary screen; hit rate 0.56% among 370,000; AID 743126; QFRET BODIPY PC-A2 liposome hydrolysis, fluorescence; inhibition, % at 12.2 µM;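 active = inhibition above mean plus 3 SD of compounds lying within the high and low control bounds, cut at about 19% in these data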;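 also: 0% = median of test compound wells and 100% = no enzyme DMSO wells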
PG9 binder = PG9 antibody binding by small molecule | TR-FRET gp120-PG9 antibody binding | inhibition, % at 6.7 µM | hit rate 0.43% among 360,000 | AID 624416; in the data active = inhibition above about 8.5%
PLC-beta3 inh = PLC-beta3 (human) inhibition, primary screen; hit rate 0.18% among 370,000; inhibition, % at 12.2 µM; Purified PLC-beta3, fluorogenic substrate, fluorescence; AID 720704; in the data active = inhibition above about 11%;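 also: 0% = median of compound wells on plate and 100% = full blocker control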
Target sequence (Q01970 whole entry, looked up): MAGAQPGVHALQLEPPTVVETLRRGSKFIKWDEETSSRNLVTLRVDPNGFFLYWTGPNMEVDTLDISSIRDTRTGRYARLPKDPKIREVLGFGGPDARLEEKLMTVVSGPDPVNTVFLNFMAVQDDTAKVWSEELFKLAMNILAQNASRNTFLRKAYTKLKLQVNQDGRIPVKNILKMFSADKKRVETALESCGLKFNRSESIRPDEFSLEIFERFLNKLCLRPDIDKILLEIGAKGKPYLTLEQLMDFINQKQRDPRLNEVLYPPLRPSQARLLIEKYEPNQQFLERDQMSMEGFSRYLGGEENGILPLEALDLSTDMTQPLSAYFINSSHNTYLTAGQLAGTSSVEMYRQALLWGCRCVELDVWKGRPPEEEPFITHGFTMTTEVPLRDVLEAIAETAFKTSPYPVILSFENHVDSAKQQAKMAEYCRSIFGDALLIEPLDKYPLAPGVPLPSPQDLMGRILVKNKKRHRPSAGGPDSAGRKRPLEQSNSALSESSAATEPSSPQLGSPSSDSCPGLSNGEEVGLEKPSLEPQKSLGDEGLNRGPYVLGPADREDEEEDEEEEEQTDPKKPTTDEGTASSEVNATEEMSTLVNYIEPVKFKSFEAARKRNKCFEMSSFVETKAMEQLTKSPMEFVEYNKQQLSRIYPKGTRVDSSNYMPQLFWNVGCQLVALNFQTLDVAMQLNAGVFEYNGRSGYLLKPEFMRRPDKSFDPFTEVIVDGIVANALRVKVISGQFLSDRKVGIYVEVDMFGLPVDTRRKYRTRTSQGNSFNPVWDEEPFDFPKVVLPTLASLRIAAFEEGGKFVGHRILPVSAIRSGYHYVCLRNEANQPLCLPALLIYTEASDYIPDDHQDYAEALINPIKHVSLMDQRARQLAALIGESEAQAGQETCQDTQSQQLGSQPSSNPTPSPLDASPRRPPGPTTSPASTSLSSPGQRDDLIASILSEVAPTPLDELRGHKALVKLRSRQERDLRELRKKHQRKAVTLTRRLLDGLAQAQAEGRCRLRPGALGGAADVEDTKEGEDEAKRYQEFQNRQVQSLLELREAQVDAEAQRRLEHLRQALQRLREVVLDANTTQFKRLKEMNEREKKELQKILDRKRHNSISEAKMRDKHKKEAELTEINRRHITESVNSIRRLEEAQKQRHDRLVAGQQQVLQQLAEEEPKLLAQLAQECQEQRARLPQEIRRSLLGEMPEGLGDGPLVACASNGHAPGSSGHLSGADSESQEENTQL
Numbers without * were called inactive; i = inactive; x = no result given.

SMILES | DAX1 inh-1 | hgDAF-12 ag | SMARCA2 activ | hcDAF12 agonist | Rev-erbA mod | DAX1 inh-2 | FXN GAA850 act | ssDAF-12 act | sPLA2-III inh | PG9 binder | PLC-beta3 inh
Cc1ccccc1C(c1ccccc1Cl)N(C)C (configuration not stated) | 0.5 | 0.5 | -3 | -1.2 | 0 | 2.8 | -0.3 | -0.9 | 6 | 1.0 | -6
CCN(CC)CC#CC(C)(C)OC(C)=O | -0.8 | 1.6 | -5 | -1.6 | 4 | 0.4 | 0.0 | -1.0 | 6 | 0.5 | 0
O=C1CCC([N+](=O)[O-])C(c2cc3c(cc2Cl)OCO3)N1 (configuration not stated) | -1.7 | 2.1 | 0 | 2.7 | 2 | 0.4 | -1.0 | -1.3 | -1 | -2.1 | 0
O=C1C(Cl)=C(N2CCCCCC2)C(=O)N1c1ccc(Br)cc1 | -0.2 | 5.1 | 1 | 0.7 | -1 | -0.4 | -0.6 | 2.2* | -2 | -2.6 | -17
CCCNC(=O)C1(C)CCCN(Cc2cccc3ccccc23)C1 (configuration not stated) | x | -0.7 | -1 | -0.9 | -3 | 0.2 | -1.9 | -1.8 | -1 | -0.2 | -2
COc1cccc(C(C(=O)NCc2ccccc2)N(C(=O)c2csnn2)C2CC2)c1 (configuration not stated) | -2.0 | -2.7 | -3 | -1.5 | 4 | -0.4 | 0.6 | -1.4 | 9 | 1.3 | -9
Cc1ccccc1N(CC(=O)N/N=C/c1ccccc1Cl)C(=O)c1ccccc1 | 1.0 | 2.3 | 0 | 0.9 | 2 | 0.1 | 2.1 | -0.9 | 1 | -0.7 | 1
O=C(Nc1ccc(C(=O)N2CCOCC2)cc1)Nc1ccc(Cl)cc1Cl | 2.4 | 0.3 | -1 | -1.1 | 3 | -0.7 | -0.5 | -1.1 | -5 | 1.8 | -5
CCOC(=O)CSc1nc2c(sc(=S)n2Cc2ccco2)c(=O)n1-c1ccc(F)cc1 | -0.2 | -2.9 | -4 | -0.8 | -1 | 0.4 | 2.3 | -1.4 | 11 | 0.5 | 2
COc1ccc(C2=NCCc3cc(OC)c(OC)cc32)cc1OC | 0.5 | 2.5 | -2 | -2.6 | 1 | -0.1 | 2.4 | -2.0 | 11 | -1.4 | -242
N#Cc1c(NC(=O)CN2CCN(C(=O)c3ccco3)CC2)sc2c1CCCCC2 | -2.0 | -1.9 | -4 | -3.5 | -6 | -1.1 | 0.4 | -2.0 | -15 | -5.1 | -2
O=C(C1CCCO1)N1CCN(Cc2nc3ccccc3c(=O)[nH]2)CC1 (configuration not stated) | 0.6 | 1.6 | -2 | -0.2 | 4 | 0.1 | -1.5 | -0.7 | 3 | -1.3 | -6
OCC12COC(c3ccccc3)N1C(c1ccccc1)OC2 (configuration not stated) | 0.8 | 0.0 | 0 | -2.0 | -2 | -0.5 | 3.7 | -0.9 | 1 | 0.0 | -2
Cc1oc2cc3oc(=O)c(CCC(=O)N(C)CC(=O)O)c(C)c3cc2c1C | -0.3 | 0.0 | -1 | -0.4 | 2 | -0.1 | 0.1 | -1.3 | 23* | -1.1 | i
CCOC(=O)c1ccc(NC2OC(=O)c3ccccc32)cc1 (configuration not stated) | -0.3 | -0.5 | -1 | -0.1 | -5 | 0.1 | 0.2 | -1.2 | 5 | -1.2 | 3
COc1ccc(NC(=O)c2ccc(NC(=O)c3ccco3)cc2)c(OC)c1 | -1.7 | -1.4 | -2 | -4.0 | -2 | -0.4 | -1.2 | -0.8 | -1 | -1.1 | -5
Cc1ccc(S(=O)(=O)N2CCCCC2)cc1NC(=O)c1nn(C)c(=O)c2ccccc12 | 0.6 | -1.7 | -1 | -0.1 | -2 | 0.6 | 1.9 | -0.9 | 2 | 1.2 | 3
O=C(N1CCOCC1)N1[C@H](COCc2ccccc2)C=CS1(=O)=O | x | 0.3 | -4 | 0.7 | -2 | -1.6 | x | -0.8 | 14 | 1.1 | -3
CC(=O)NC(CCCNC(=S)NC1CCCCC1)C(=O)O (configuration not stated) | 2.3 | -2.0 | -3 | -1.2 | 4 | -0.3 | -0.1 | -0.7 | 3 | -0.4 | 4
COc1cc(/C=N/N2CCOCC2)ccc1OC(=O)c1ccco1 | -1.3 | -1.7 | -3 | 0.5 | 1 | -1.3 | 1.9 | -1.8 | 1 | 1.8 | -8
C[C@H](CO)N1C[C@H](C)[C@@H](CN(C)C(=O)Nc2ccccc2)Oc2c(NS(=O)(=O)c3cccs3)cccc2C1=O | 0.0 | -0.4 | -1 | -0.6 | -4 | 0.2 | -0.6 | -1.1 | -2 | 0.9 | -1
CCOC(=O)c1c(C)[nH]c(C(C)=NNC(=O)Cn2nc(C)cc2C)c1C | -0.1 | 2.3 | 0 | 0.7 | 1 | 0.4 | -2.3 | -1.1 | 3 | -2.2 | -3
CC(C)C1C(c2ccccc2)NC(c2ccccc2)CC1(O)c1ccc(F)cc1 (configuration not stated) | 3.0 | -2.1 | -2 | 0.8 | -2 | -0.8 | -3.7 | -0.7 | -10 | -0.1 | -4
COc1ccc(OC)c(-n2c(=O)c3ccccc3c3ccccc3c2=O)c1 | -0.5 | -1.4 | -2 | -1.4 | 6 | -0.2 | 3.2 | -0.9 | 0 | 2.0 | 1
O=C(CCC(=O)OCc1ccc(C(=O)Oc2ccc(Cl)cc2)cc1)Nc1ccccc1 | -0.5 | 2.3 | -2 | -2.1 | 1 | -0.1 | 2.3 | -1.0 | -5 | 0.4 | 4
Next records follow.
SMILES | DAX1 inh-1 | hgDAF-12 ag | SMARCA2 activ | hcDAF12 agonist | Rev-erbA mod | DAX1 inh-2 | FXN GAA850 act | ssDAF-12 act | sPLA2-III inh | PG9 binder | PLC-beta3 inh
O=C(NNc1cccc(Cl)n1)c1c(Cl)cccc1Cl | 2.7 | -0.3 | 2 | 1.2 | -1 | -0.8 | -0.4 | -1.0 | -6 | -1.2 | -1
COc1cccc(OCc2cc(C(=O)N(Cc3nccn3C)C(C)C)no2)c1 | -0.4 | 0.6 | 2 | -2.7 | -1 | -0.2 | -1.0 | -0.9 | 4 | -1.2 | -13
COc1ccc(Cn2nnnc2CN(Cc2cc3cc(C)ccc3[nH]c2=O)C2CCCC2)cc1 | -1.5 | 0.4 | -1 | 0.1 | x | 0.3 | 0.5 | -0.9 | 2 | -0.6 | -48
O=C(Cc1sc(-c2ccccc2Cl)nc1-c1ccccc1)Nc1ccc(F)cc1 | 2.6 | 0.9 | 0 | -0.3 | 8 | 0.0 | -0.1 | -0.9 | 7 | -0.3 | 6
COc1ccc2ccccc2c1-c1csc(N)n1 | -1.4 | 1.4 | 1 | 1.4 | -6 | 0.5 | 0.8 | -1.1 | 5 | -2.9 | -18
COc1ccccc1NS(=O)(=O)c1cccc(NC(=O)C(C)NC(=O)c2ccco2)c1 (configuration not stated) | -0.8 | -0.4 | -1 | -1.0 | 4 | -1.5 | 1.6 | -1.3 | -8 | 0.6 | 5
O=C(O)c1ccc(/C=C2\CCCc3c2nc2ccccc2c3C(=O)O)cc1 | -0.4 | 0.6 | 1 | 5.1 | -4 | 0.2 | -0.7 | -0.8 | 2 | -2.2 | -52
O=C(Nc1nc(-c2ccco2)c(-c2ccco2)s1)c1cnccn1 | x | 1.0 | -3 | 0.3 | -24 | -3.3 | x | -1.1 | 5 | -0.3 | -21
COc1ccc(CCNC(=O)C2CCCN(S(=O)(=O)c3cc(C)ccc3OC)C2)cc1OC (configuration not stated) | 0.2 | -0.4 | -3 | -1.2 | -1 | -1.9 | 0.5 | -1.7 | 6 | -0.3 | -7
C=CCn1c(=N)n(CC(O)COc2ccc(OC)cc2)c2ccccc21 (configuration not stated) | 0.9 | -1.8 | 1 | 0.3 | 5 | 0.6 | -1.1 | -1.3 | -2 | -1.4 | 2
CN(C)N(Cc1ccccc1)C(=O)C(O)(c1ccccc1)c1ccccc1 | -0.8 | -1.7 | -2 | -1.5 | -1 | -1.1 | 1.2 | -1.7 | -8 | 0.4 | 1
CCN(CC)CCNC(=O)c1ccc(NC(=O)c2cn(-c3ccccc3)nc2-c2cccs2)cc1 | 1.4 | 0.7 | -4 | -1.7 | -3 | 0.4 | 4.4 | -1.5 | -23 | -0.3 | -4
Cc1cccc(C(O)c2ncc(-c3cccc(C(F)(F)F)c3)[nH]2)c1C (configuration not stated) | x | -0.6 | -3 | -2.3 | -4 | -0.1 | -0.2 | -1.6 | -2 | 2.3 | 9
CCOC(=O)[C@]12CCC=C1N(Cc1cccc3ccccc13)C(=O)[C@H](CC(=O)N1CCCCC1)C2 | x | -1.1 | -5 | -0.5 | -6 | -0.1 | x | -1.1 | -11 | 0.9 | -3
CC1(C)CCc2cc(S(=O)(=O)N3CCN(S(=O)(=O)c4c(F)cccc4F)CC3)ccc2O1 | 2.3 | 3.8 | 5 | 1.4 | 4 | 1.3 | 4.1 | -0.2 | 0 | -0.6 | 2
CCCC(O)(c1ccc(Br)cc1)C(CN1CCOCC1)c1ccc(Cl)cc1 (configuration not stated) | -0.8 | 0.8 | -5 | -1.1 | 3 | 0.1 | -1.5 | -0.5 | 1 | -1.1 | -3
CCOc1ccccc1C(=O)N1CCOCC1 | -0.9 | 2.7 | -2 | -0.9 | 3 | 0.1 | 0.8 | -1.0 | 2 | 1.4 | -1
CC(C)Cn1c(N)c(C(=O)COC(=O)/C=C/c2ccccc2)c(=O)n(C)c1=O | -4.4 | -8.9 | -5 | -3.4 | -6 | -7.4 | -2.4 | -1.6 | -12 | 0.4 | -4
COc1ccccc1C(=O)C1CCCN(C(=O)c2cc(C(C)C)no2)C1 (configuration not stated) | -0.9 | 2.1 | -5 | -1.9 | -1 | 0.4 | 1.0 | -1.5 | 2 | -1.1 | -6
CCCCCCc1c(O)nc(SCCN2CCOCC2)[nH]c1=O | -0.2 | -2.0 | -2 | -0.5 | -7 | 0.8 | 0.6 | -0.6 | 3 | -0.1 | 0
COc1cccc(NC(=O)C2C3C=CC4(O3)C2C(=O)N(CCCN2CCC(C)CC2)C4C(=O)NC2CCCCC2)c1 (configuration not stated) | 0.8 | 0.2 | -1 | 0.3 | -1 | -0.3 | -1.2 | -1.0 | -2 | -2.2 | -5
CCOC(=O)C1=CC[C@@H](c2ccccc2Cl)N(S(=O)(=O)c2ccc(C)cc2)[C@H]1C(=O)OCC | -0.5 | 0.4 | 0 | -1.8 | -1 | -1.6 | 1.3 | -1.5 | -3 | 0.0 | -3
CC(=O)NC(CC(=O)NC1CCCCCC1)c1ccccc1 (configuration not stated) | 0.4 | 1.3 | 3 | 0.3 | 0 | 1.7 | 2.0 | -0.9 | 0 | 0.9 | 7

Part of the list above, set out differently.
> C=CCn1c(=N)n(CC(O)COc2ccc(OC)cc2)c2ccccc21 (configuration not stated)
  DAX1 inh-1 = 0.9
  hgDAF-12 ag = -1.8
  SMARCA2 activ = 1
  hcDAF12 agonist = 0.3
  Rev-erbA mod = 5
  DAX1 inh-2 = 0.6
  FXN GAA850 act = -1.1
  ssDAF-12 act = -1.3
  sPLA2-III inh = -2
  PG9 binder = -1.4
  PLC-beta3 inh = 2

> CN(C)N(Cc1ccccc1)C(=O)C(O)(c1ccccc1)c1ccccc1
  DAX1 inh-1 = -0.8
  hgDAF-12 ag = -1.7
  SMARCA2 activ = -2
  hcDAF12 agonist = -1.5
  Rev-erbA mod = -1
  DAX1 inh-2 = -1.1
  FXN GAA850 act = 1.2
  ssDAF-12 act = -1.7
  sPLA2-III inh = -8
  PG9 binder = 0.4
  PLC-beta3 inh = 1

From PubChem BioAssay
